# Bioassay records as filed in PubChem BioAssay.
# GDH-TPI inh – inhibits GDH-TPI coupling enzymes, artifact for Mtb FBA screen; GDH-TPI coupled enzyme counterscreen, NADH absorbance; inhibition, % at 4.8 µM; 360,000 compounds, 1.2% hits; in the data active = inhibition above about 30%;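 note: 0% = DMSO wells and 100% = wells lacking the enzyme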
# Mtb FBA inh – inhibits M. tuberculosis FBA enzyme; purified M. tuberculosis FBA, fluorescence read-out; AID 588726; 360,000 compounds, 2.3% hits; inhibition, % at 1 µM; P9WQA3; in the data active = inhibition above about 27%;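 note: 0% = vehicle and 100% = reference inhibitor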
# Target sequence (P9WQA3 whole entry, looked up): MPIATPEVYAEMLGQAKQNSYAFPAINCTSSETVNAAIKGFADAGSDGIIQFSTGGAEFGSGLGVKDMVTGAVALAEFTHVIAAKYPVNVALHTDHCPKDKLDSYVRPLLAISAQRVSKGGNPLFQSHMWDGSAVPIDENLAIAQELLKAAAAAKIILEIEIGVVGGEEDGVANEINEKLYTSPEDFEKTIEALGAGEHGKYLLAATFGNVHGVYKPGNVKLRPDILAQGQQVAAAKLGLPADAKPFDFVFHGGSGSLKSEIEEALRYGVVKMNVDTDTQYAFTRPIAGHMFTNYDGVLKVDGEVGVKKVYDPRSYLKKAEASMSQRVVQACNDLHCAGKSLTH
# Mtb BioA inh – BioA (M. tuberculosis) enzyme inhibition; AID 602481; purified M. tuberculosis BioA enzyme, plate reader; 360,000 compounds, 0.096% hits; inhibition, % at 9.99 µM; in the data active = inhibition above about 40%
# SARS 3CLpro inh – SARS-CoV 3CLpro protease inhibition; P0C6X7; 290,000 compounds, 0.14% hits; recombinant SARS-CoV 3CLpro, quenched FRET peptide cleavage; AID 1706; inhibition, % at 6 µM; in the data active = inhibition above about 12%
# Mtb UGM inh – blocks M. tuberculosis UGM enzyme | P9WIQ1 | purified UGM, fluorescence polarization probe displacement | inhibition, % at 10 µM | 320,000 compounds, 0.06% hits | AID 504406; in the data active = inhibition above about 10%, passing the limit was not always enough
# BH1578 lux ind – induces V. cholerae light production without autoinducers. AID 588436. V. cholerae BH1578 lux reporter, luminescence, 6 h. 350,000 compounds, 0.16% hits. activation, % at 18.7 µM; in the data active = activation mostly above about 9.7%, no sharp cut-off; note: not every result past the cut was called active; inactives centre near 0; reference of the scale not given here
# SSB-PriA inh – K. pneumoniae PriA-SSBct interaction inhibition | 430,000 compounds, 0.6% hits | AlphaScreen SSBct-PriA binding, biotinylated peptide | AID 1272365 | inhibition, % at 33 µM; in the data active = inhibition mostly above about 37%, no sharp cut-off; inactive = mostly below about 20%;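 note: plate controls were negative control peptide for no effect and reference peptide for full effect; strong numbers were not always called active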
# MazEF act – activators of E. coli MazEF toxin-antitoxin RNase; P0AE70; FAM/BHQ RNA-DNA oligo cleavage fluorescence, 5 h; activation, % at 20 µM; 350,000 compounds, 0.32% hits; AID 504720; in the data active = activation above about 50%
# Target sequence (P0AE70 whole entry, looked up): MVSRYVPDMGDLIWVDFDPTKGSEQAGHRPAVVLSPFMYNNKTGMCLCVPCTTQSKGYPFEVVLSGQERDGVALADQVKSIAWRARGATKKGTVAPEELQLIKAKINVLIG
# VHR inh abs – DUSP3 (human) phosphatase inhibition; inhibition, % at 13.3 µM; 290,000 compounds, 0.52% hits; recombinant VHR phosphatase, pNPP absorbance; in the data active = inhibition above about 50%; note: some compounds called inactive have numbers as strong as hits
# Target sequence (P51452 whole entry, looked up): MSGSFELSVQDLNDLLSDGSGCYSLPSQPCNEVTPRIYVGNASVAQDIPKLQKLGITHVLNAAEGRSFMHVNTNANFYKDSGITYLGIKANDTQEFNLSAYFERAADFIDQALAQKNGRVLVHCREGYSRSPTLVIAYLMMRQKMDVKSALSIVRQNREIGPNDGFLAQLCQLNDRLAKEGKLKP
# Rv3671c inh – Rv3671c (M. tuberculosis) protease inhibition; P9WHR9; inhibition, % at 5.96 µM; 320,000 compounds, 0.048% hits; AID 2606; in the data active = inhibition above about 38%;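 note: extracellular domain of Rv3671c used as enzyme; 0% = enzyme with DMSO and 100% = no enzyme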
# Target sequence (P9WHR9 whole entry, looked up, the tested form may be a part): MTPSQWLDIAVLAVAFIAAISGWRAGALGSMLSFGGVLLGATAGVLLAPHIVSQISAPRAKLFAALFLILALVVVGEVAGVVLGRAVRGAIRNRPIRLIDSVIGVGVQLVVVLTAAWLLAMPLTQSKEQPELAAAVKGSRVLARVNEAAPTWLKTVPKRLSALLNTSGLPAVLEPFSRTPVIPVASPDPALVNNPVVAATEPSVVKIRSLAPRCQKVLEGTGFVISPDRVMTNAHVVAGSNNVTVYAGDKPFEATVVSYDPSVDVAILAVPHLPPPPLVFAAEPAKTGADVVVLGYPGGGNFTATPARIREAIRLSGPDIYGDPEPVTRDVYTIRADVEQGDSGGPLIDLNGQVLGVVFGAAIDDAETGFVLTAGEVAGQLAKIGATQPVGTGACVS
# * marks the source's active call; other numbers are inactive results; i = inactive; . = no result given; & = joins results of further samples.
SMILES,GDH-TPI inh,Mtb FBA inh,Mtb BioA inh,SARS 3CLpro inh,Mtb UGM inh,BH1578 lux ind,SSB-PriA inh,MazEF act,VHR inh abs,Rv3671c inh
COc1ccc(C(=O)N/N=C(\C)CC(=O)Nc2cccc(C(F)(F)F)c2)cc1,2,-2,-0.3,1,-1.4,-0.7,.,13,-5,1
Cc1nn(-c2ccccc2)nc1CNC(=O)C(C)Cc1ccccc1 (configuration not stated),5,-3,0.5,1,-1.3,i,-11,-1,20,-2
Cc1nn(C)cc1S(=O)(=O)NC1CCCC1,-1,-1,.,-6,0.1,-0.3,-15,2,23,-4
O=C(CSc1ncccc1C(=O)O)NCCC1=CCCCC1,-3,-3,-0.8,0,3.5,i,-4,1,-4,3
CCOC(=O)NC(O)C(=O)c1ccc(F)cc1 (configuration not stated),3,7,.,2,-4.1,2.5,-7,1,1,4
O=C(COC(=O)[C@H](Cc1ccccc1)NC(=O)c1cccs1)Nc1cc(F)ccc1F,6,1,.,8,3.8,-0.2,-10,-7,-5,2
COc1ccc(/C=N/OCC(=O)OCC(=O)N(C)c2ccccc2)cc1,2,0,-1.5,.,-0.5,i,.,0,.,-1
C[C@@H]1CN([C@H](C)CO)C(=O)CCCn2cc(nn2)CO[C@H]1CN(C)C(=O)Nc1ccc(-c2cccs2)cc1,8,8,0.2&-3.7,.,.,-2.3,.,2,.,.
CC1=NN2C(=N)/C(=C\c3cc(C)n(-c4cccc(C)c4)c3C)C(=O)N=C2S1,18,5,0.5,2,0.2,i,1,-18,17,-2
N#C/C(=C\c1ccc(OCc2ccc(Cl)cc2)cc1)C(=O)Nc1cccc(C(=O)O)c1,6,-11,-1.1,5,-1.9,-0.6,3,-2,75,-7
CC(=O)Cc1nsc(NC(=O)c2ccc(-c3ccc(Cl)c(C(F)(F)F)c3)o2)n1,.,.,.,.,2.6,.,-7,3,15,2
N#Cc1cccc(NC(=O)CSc2nnc(C3CC3)n2C2CC2)c1,-1,-5,-0.8,.,2.1,-2.9,-12,4,.,-2
O=C1NC(=O)c2cc(NC(=O)C3CCCO3)ccc21 (configuration not stated),6,38*,-1.7,-4,1.5,3.6,-28,-4,30,0
COc1ccc(C(=O)N/N=C(\C)CC(=O)Nc2ccc(N(C)C)cc2)c(OC)c1,-2,-2,-2.6,-1,-0.9,0.0,.,10,6,5
CCN(CC)c1ccc(NC(=O)c2nc3nc(C)cc(C(F)F)n3n2)cc1,8,-1,-1.2,2,2.4,-0.2,5,7,-6,2
CCc1noc(C)c1C(=O)Nc1nc2ccc(S(C)(=O)=O)cc2s1,26,0,-1.0,.,2.1,-11,-1,-2,.,2
C=CCn1cc(/C=N/N2C(=O)C3C4C=CC(C4)C3C2=O)c2ccccc21 (configuration not stated),11,-1,-2.4,0,0.3,-1.6,.,4,1,2
CC1=CC(C)(C)n2c(O)c(N=NC(N)=S)c3cc(C)cc1c32,-2,-2,-0.4,2,-0.3,i,2,9,6,2
COc1ccc(C(=O)CC(c2ccccc2)C2C(=O)CCCC2=O)cc1 (configuration not stated),11,0,-0.2,-3,0.1,1.6,-12,-5,25,5
CCCCOc1ccc(C2(C)CC(=O)NC2=O)cc1 (configuration not stated),8,-1,-3.9,-7,1.7,-0.4,-9,1,13,1
Fc1ccc(-c2nnc(CSc3nnc(-c4cccs4)o3)o2)cc1,22,2,.,3,-0.9,-0.7,-5,4,12,-6
Cc1ccc(NC(=O)CN2C(=O)CSc3ccc(S(=O)(=O)N4CCCCC4)cc32)cc1,0,-1,-0.8,4,-2.5,-0.3,4,1,-9,-4
O=C(Nc1ccccc1Br)C1CC(=O)N(c2ccc3c4c(cccc24)CC3)C1 (configuration not stated),5,1,.,3,0.7,-2.5,4,-11,2,1
Cc1cc2cc(CCNC(=O)c3ccc(S(=O)(=O)N4CCOCC4)cc3)c(=O)[nH]c2cc1C,30,1,-1.1,-2,-0.6,-0.3,-4,16,13,2

# One compound at a time, as listed above. Order of values: GDH-TPI inh | Mtb FBA inh | Mtb BioA inh | SARS 3CLpro inh | Mtb UGM inh | BH1578 lux ind | SSB-PriA inh | MazEF act | VHR inh abs | Rv3671c inh
# C=CCn1cc(/C=N/N2C(=O)C3C4C=CC(C4)C3C2=O)c2ccccc21 (configuration not stated) is entered as 11 | -1 | -2.4 | 0 | 0.3 | -1.6 | . | 4 | 1 | 2
# Cc1cc2cc(CCNC(=O)c3ccc(S(=O)(=O)N4CCOCC4)cc3)c(=O)[nH]c2cc1C is entered as 30 | 1 | -1.1 | -2 | -0.6 | -0.3 | -4 | 16 | 13 | 2
# O=C(Nc1ccccc1Br)C1CC(=O)N(c2ccc3c4c(cccc24)CC3)C1 (configuration not stated) is entered as 5 | 1 | . | 3 | 0.7 | -2.5 | 4 | -11 | 2 | 1
# CC1=CC(C)(C)n2c(O)c(N=NC(N)=S)c3cc(C)cc1c32 is entered as -2 | -2 | -0.4 | 2 | -0.3 | i | 2 | 9 | 6 | 2
# COc1ccc(C(=O)N/N=C(\C)CC(=O)Nc2ccc(N(C)C)cc2)c(OC)c1 is entered as -2 | -2 | -2.6 | -1 | -0.9 | 0.0 | . | 10 | 6 | 5

# Continuation.
SMILES,GDH-TPI inh,Mtb FBA inh,Mtb BioA inh,SARS 3CLpro inh,Mtb UGM inh,BH1578 lux ind,SSB-PriA inh,MazEF act,VHR inh abs,Rv3671c inh
O=C(COC(=O)c1ccccc1)Nc1ccccc1N1CCOCC1,2,-3,0.1,-4,-1.1,i,3,-6,9,-4
COc1ccccc1N(CC(=O)NC1CCCC1)C(=O)c1cnn(C(C)C)c1,4,-5,-1.9,2,-3.1,.,-1,-2,4,-5
Clc1ccccc1-c1nc(-c2ccncc2)no1,2&-2,0&-3,-1.2&-3.0,5&0,1.2&-3.8,i,-8,-3&-3,19&22,-7&2
COc1cc(C)cc2oc(=O)c(CC(=O)N3CCN(C(=O)C4COc5ccccc5O4)CC3)c(C)c12 (configuration not stated),2,104*,0.2,-5,-0.7,-0.6,6,8,34,-3
COc1c(C)cc(C(=O)C2CCCN(C(=O)c3snnc3C)C2)cc1C (configuration not stated),2,-2,.,-4,-1.6,-5.7,7,4,21,-2
CCCS(=O)(=O)N1CCCC(C(=O)N2CCN(C(=O)OCC)CC2)C1 (configuration not stated),1,-1,-1.2,-4,-3.1,1.3,-4,5,0,-2
CC(C)C[C@H](N)c1nnc(S(=O)(=O)Cc2cccc(F)c2)o1,-1,-3,-1.6,5,1.9,-0.2,-1,3,7,3
O=C(CSc1nnc(NC(=O)c2cccc(F)c2)s1)NC1CC1,11,-2,-0.1,-2,-4.3,-0.3,2,12,-7,-10
CCN(CC)c1ccc(S(=O)(=O)N2CCOCC2)cc1NC(=O)CNCc1cccc(Cl)c1,5,4,-0.1,.,.,4.4,2,2,.,.
COC(=O)c1ccc(C(=O)OC)c(NC(=O)CSc2cccc[n+]2[O-])c1,2,1,3.0,2,0.3,i,4,6,-10,-3
Cc1ccc2nc(-c3ccc(SCC(=O)Nc4cc(C)on4)nc3)[nH]c2c1,13,10,-1.3,-4,0.7,.,-13,-6,21,-25
CCOc1ccc2[nH]c(=O)c(CN(Cc3ccco3)C(=O)c3ccc(Br)cc3)cc2c1,3,11,.,0,.,1.1,15,-23,7,.
CCN(CC)C(=O)C1CCCN(c2ccc([N+](=O)[O-])cc2/C=N/NC(=O)c2ccc([N+](=O)[O-])cc2)C1 (configuration not stated),7,4,-2.5,5,-3.6,6.7,.,0,6,0
O=C(NN=C1CCCCC1)c1ccccc1OCc1ccc(F)cc1,7,1,.,3,-1.3,0.0,-7,5,3,-10
Cc1nn(Cc2ccccc2)c(Cl)c1/C=C/C(=O)OCC(=O)NC(C)C(C)C (configuration not stated),0,2,.,-1,2.5,-0.5,-14,0,13,-2
CCCCOc1ccc(C(=O)Nn2cnnc2)cc1,1,-1,0.0,2,-0.4,0.7,-4,9,29,-6
Cc1nnc(SCC(=O)NC2CC2)s1,3,-2,-1.1,-2,1.7,i,-5,4,12,9
Cc1cccc(NC(=O)CN2CCOCC2)c1C,8,0,-0.4,-5,0.8,-0.4,1,11,0,2
CCc1nc2ccc(C(=O)Nc3nnc(C)s3)cc2nc1CC,7,-2,.,1,0.1,i,-16,-20,17,2
CSc1nc(N(C)CCO)c2sc3nc(-c4ccco4)c4c(c3c2n1)CCC4,16,6,-5.0,-4,-0.7,i,4,-1,30,-3
OCC1(Cc2cccc(Cl)c2)CCCN(Cc2ccc3cc(F)ccc3n2)C1 (configuration not stated),9,-4,-1.1,-1,-0.5,i,-13,4,20,25
Cc1cccc(NS(=O)(=O)c2cccc(C(=O)NCc3ccccc3CN3CCOCC3)c2)c1,4,1,.,.,0.1,i,7,0,.,4
O=C1CN(C(=O)CSc2nnc3ccccn23)c2ccccc2N1,2,2,.,-1,-2.3,-0.4,-6,-1,3,-7
CN1CCC=C(C(=O)N2c3ccccc3Sc3ccc(Cl)cc32)C1,0,1,.,3,0.0,0.7,5,-2,31,0
CCN(CC)S(=O)(=O)c1ccc(NC(=O)COC(=O)c2ccc(NC(=O)CC#N)cc2)cc1,-3,-5,.,-3,1.3,-0.5,-10,-14,-10,-33
CCOC(=O)/C(C)=N/NC(=O)c1cccc([N+](=O)[O-])c1,-3,-2,.,5,-3.1,i,.,1,1,-7
COc1cc(OC)c(C(=O)CCC(=O)O)cc1OC,1,-1,.,1,-0.6,i,4&-10,-6,-11,-16
CCCC(=O)N=c1sc2cccc(F)c2n1C,-6,2,-1.0,-3,4.8,1.3,-1,3,-10,-1
COc1ccc(-c2nnc3ccc(SCC(=O)Nc4nc5ccc(C)cc5s4)nn23)cc1OC,9,-2,.,-2,-4.2,-0.3,-10,-4,16,-8
COC(=O)CN1C(=O)COc2ccc(S(=O)(=O)NCc3ccc(F)cc3)cc21,6,0,-0.9,8,1.9,-0.1,-18,-14,-2,0
COCCNC(=S)N(CCc1c(C)[nH]c2ccc(Cl)cc12)Cc1cccs1,1,0,-0.5,6,-2.4,-2.0,16,-3,2,-3
COc1cc(-c2cc(C(F)(F)F)n3ncc(C(=O)O)c3n2)cc(OC)c1OC,19,5,-2.2,0,2.6,i,9,2,13,4
Cn1c(SCC(=O)NNC(=O)c2ccccc2O)nnc1-c1ccccc1,3,4,.,2,0.4,0.0,7,2,-11,11
COc1cc(/C=N/N2CCN(Cc3ccc(Cl)cc3)CC2)cc(Br)c1O,6,-1,2.6,0,-0.4,i,.,2,4,9
Cc1ccccc1C(=O)NC(C)C1CC2CCC1C2 (configuration not stated),-5,-1,2.4,-1,-0.9,-2.6,-4,3,2,-1
Cc1ccc(NCCC(=O)c2cccs2)cc1C,3,-1,2.3,-4,-0.5,-0.2,14,2,23,-7
Cc1cc(N2CCN(c3ccc(F)cc3)CC2)n2ncnc2n1,-5,4,-1.0,4,2.3,-0.3,3,2,0,4
CCN1CCN(c2ccc(S(=O)(=O)N3CCOCC3)cc2NC(=O)c2ccccc2SC)CC1,6,0,0.0,.,2.8,i,7,10,.,1
O=C(CCc1ccccc1)Nc1cc2c3c(c1)CC(=O)N3CCC2,9,-1,-1.0,.,-0.7,-0.3,-5,3,.,5
COc1ccc(NC(=O)C(=S)NC2CCCCC2)cc1,-4,6,-2.7,5,0.7,i,-5,-4,9,1
C(=C\c1ccccc1)/CNn1cnnc1,-7,1,-0.1,0,-0.5,-0.3,0,5,1,-5
Nc1nonc1-c1noc(COc2ccccc2Cl)n1,6,5,-0.4,-3,-0.6,-0.3,-5,2,19,-4
O=C(C1CCN(S(=O)(=O)c2cccc3nsnc23)CC1)N1CCCCC1,1,-5,1.6,-8,1.7,-3.9,2,1,20,-4
CCc1ccc(S(=O)(=O)Nc2ccccn2)cc1,-2,3,-0.8,-1,-0.5,-0.3,-5,1,19,2
O=C(Cc1ccccc1)Nc1cc(Cl)ccc1Sc1ccccc1,4,-3,-1.1,-2,0.6,-1.4,0,-10,5,6
O=C(O)c1ccccc1C(=O)c1cccs1,0,1,-0.6,-1,1.0,i,1&-5,-6,18,1
CCCCS/C(N)=N/N=C/c1cc(C)ccc1O,41*,2,.,6,0.2,i,.,-4,31,10
COc1cc2cc(C)c(Br)c(OC)c2cc1OC,5,2,.,.,.,.,-12,1,.,.
Cc1[nH]c(=S)sc1Cc1ccc(F)cc1,8,-1,-1.1,-3,-1.9,-0.2,4,-6,3,-5

# The list is partial; count on the stated rates, not on these rows.
